pAkt inh: inhibitors of Akt phosphorylation; Neuro2A IGF-stimulated pAkt S473 HTRF, 20 min; hits give low values; activity change, % for hits at 50 µM; 360,000 compounds, 0.32% hits; AID 651550; in the data active = activity change below about -80%; inconclusive = mostly about -51% to -80%; note: % is set by controls: 0 for no effect and ±100 for the full control effect
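Neuro2A cells (4,500/well, DMEM with 0.5% FBS) were treated with compound at a single 50 µM final concentration, stimulated with 6 nM IGF for 20 min at 37 °C, and lysed. Phospho-Akt Ser473 was read by HTRF as 665/615 ratio ×10^4.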
TDP-43 yeast inh: inhibitors of TDP-43 toxicity in yeast. AID 652104. Potency, µM (series often up to 46.1 µM), for the others: at the top dose growth rescue (activation), most hits filed as activators. TDP-43 expressing yeast growth rescue, BacTiter-Glo, 24 h. 410,000 compounds, 1.8% hits; note: potency is the fitted concentration of half-maximal effect; % of control where 0% means no effect; nearly all actives have a fitted effect of over 50% in size
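Yeast cells expressing TDP-43 under galactose induction are exposed to compounds for 24 hr at 30 deg C. BacTiter-Glo luminescence measures growth, so protective compounds score as activators.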
FUS suppressor: suppressors of FUS proteinopathy in yeast | 390,000 compounds, 0.24% hits | S. cerevisiae FUS-expressing, growth rescue, OD600, 24 h | AID 1347120 | Potency, µM (top dose mostly 76.6 µM), inactives show at the highest dose growth rescue (activation), hits mostly activators;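 note: potency is the fitted concentration of half-maximal effect; plate controls were DMSO vehicle for no effect and reference control for full effect; nearly all actives have a fitted effect of over 55% in size; some results filed as inactive show a strong effect at the top dose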
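Galactose (2%) drives FUS expression in yeast precultured in raffinose; seeding density OD 0.005. Test compounds incubated 24hr at 30C and 99% humidity before absorbance at 600 nm was measured.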
PTHR1 ag: PTHR1 (human) receptor agonism; Q03431; HEK293 GP2 PTHR1 cells, GloSensor cAMP luminescence, 1 h; Potency, µM (series often up to 115 µM), inactives show top-dose activation, hits mostly activators; 410,000 compounds, 0.075% hits; AID 743266; note: potency is the fitted concentration of half-maximal effect; nearly all actives have a fitted effect of over 55% in size; some results filed as inactive show a strong effect at the top dose; inactives centre near -15; many of its hits are not listed in these tables
Target sequence (Q03431 whole entry, looked up): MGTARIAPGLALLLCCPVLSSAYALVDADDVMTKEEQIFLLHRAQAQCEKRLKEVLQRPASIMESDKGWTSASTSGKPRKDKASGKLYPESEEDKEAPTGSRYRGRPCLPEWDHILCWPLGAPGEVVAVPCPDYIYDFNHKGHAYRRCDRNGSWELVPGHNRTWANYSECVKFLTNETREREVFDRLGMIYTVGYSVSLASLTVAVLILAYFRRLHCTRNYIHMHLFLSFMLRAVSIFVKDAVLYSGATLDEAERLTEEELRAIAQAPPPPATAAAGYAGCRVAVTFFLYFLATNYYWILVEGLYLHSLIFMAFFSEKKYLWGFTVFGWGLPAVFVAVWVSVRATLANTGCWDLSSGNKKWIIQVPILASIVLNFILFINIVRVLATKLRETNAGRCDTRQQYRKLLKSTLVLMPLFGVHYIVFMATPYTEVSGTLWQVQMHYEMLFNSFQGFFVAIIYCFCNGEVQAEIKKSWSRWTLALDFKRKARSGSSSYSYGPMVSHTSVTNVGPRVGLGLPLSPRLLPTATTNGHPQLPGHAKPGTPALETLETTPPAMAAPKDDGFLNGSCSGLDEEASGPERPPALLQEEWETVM
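HEK-293-derived GP2 cells expressing PTHR1 and a GloSensor cAMP reporter, 3,000/well, plated overnight, given luciferin plus IBMX (each 0.5 mM as added) for 1 h at 37 °C, then compound for 1 h at 37 °C. Luminescence was read after 15 min at room temperature.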
GLP-1R inv ag: acts as inverse agonist at human GLP-1 receptor | HEK293 GLP-1R CRE-luciferase, luminescence, 24 h; GLP-1R form is constitutively active | P43220 | Potency, µM (titrated, usually from 38.3 µM), without a hit: top-dose activity change, negative = inhibition, usual class: inhibitors | 410,000 compounds, 1.6% hits; note: potency is the fitted concentration of half-maximal effect; % is set by controls: 0 for no effect and ±100 for the full control effect; nearly all actives have a fitted effect of over 55% in size
Target sequence (P43220 whole entry, looked up): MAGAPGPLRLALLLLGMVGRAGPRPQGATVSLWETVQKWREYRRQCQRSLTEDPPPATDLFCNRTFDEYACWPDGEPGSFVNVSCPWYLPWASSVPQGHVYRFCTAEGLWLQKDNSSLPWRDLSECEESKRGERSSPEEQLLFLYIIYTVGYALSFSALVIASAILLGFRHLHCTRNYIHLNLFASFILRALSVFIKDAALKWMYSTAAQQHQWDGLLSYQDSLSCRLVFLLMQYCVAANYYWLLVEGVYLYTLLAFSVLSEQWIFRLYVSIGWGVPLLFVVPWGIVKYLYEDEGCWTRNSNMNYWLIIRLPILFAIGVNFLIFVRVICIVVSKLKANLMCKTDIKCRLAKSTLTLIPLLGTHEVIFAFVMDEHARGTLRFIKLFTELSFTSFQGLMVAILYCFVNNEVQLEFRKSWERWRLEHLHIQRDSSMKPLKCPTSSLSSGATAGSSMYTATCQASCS
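HEK293 cells stably co-expressing a cAMP-responsive luciferase reporter and constitutively active GLP-1R were seeded, incubated 12 h, then exposed to compounds for 24 h at 37 C. Luminescence was read 12 min after detection reagent; inverse agonists lower signal.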
Mm-Cpn inhibitor: inhibitors of Methanococcus maripaludis chaperonin (MmCpn); 330,000 compounds, 0.031% hits; AID 504842; purified Mm-Cpn ATPase, ADP Transcreener TR-FRET; Potency, µM (top dose mostly 76.9 µM), for the others: top-dose activity, negative = inhibition, most hits filed as inhibitors; note: potency is the fitted concentration of half-maximal effect; % is set by controls: 0 for no effect and ±100 for the full control effect; nearly all actives have a fitted effect of over 80% in size
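Purified archaeal Mm-CPN (25nM final) preincubated 10 min at 37degC with compound, then 10uM ATP for 30 min at 37degC; ADP measured by HTRF Transcreener TR-FRET; buffer 30 mM TRIS pH 7.4, 100mM KCl, 5mM MgCl2, 1mM DTT.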
Abeta yeast res: compounds reversing amyloid beta toxicity in yeast; Potency, µM (top dose mostly 46.1 µM), for the others: top-dose growth rescue, actives largely listed as activators; AID 1347071; 410,000 compounds, 0.063% hits; yeast expressing A-beta42, growth rescue, OD600, 48 h; response scale: 0% DMSO, 100% iron-clioquinol control; note: potency is the fitted concentration of half-maximal effect; nearly all actives have a fitted effect of over 55% in size
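Yeast A-beta toxicity model in growth medium with pinned compounds, 48 h at 30 C; growth read as absorbance at 600 nm. Normalized to FeCl3/clioquinol equimolar mix (positive) and DMSO (negative).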
aSyn rescue: alpha-synuclein toxicity inhibition in yeast. 370,000 compounds, 0.14% hits. Potency, µM (titrated, usually from 46.1 µM), inactives show top-dose growth rescue (activation), most hits filed as activators. AID 652106. Yeast expressing alpha-synuclein, growth rescue, BacTiter-Glo, 24 h; note: potency is the fitted concentration of half-maximal effect; % of control where 0% means no effect; nearly all actives have a fitted effect of over 65% in size
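Galactose-induced alpha-syn yeast (OD600=0.02, raffinose-pregrown) + pinned cpd, 24 hr, 30 deg C; growth by BacTiter-Glo luminescence. Growth restoration scores as activation.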
HEK293 tox: cytotoxicity counter-screen for GLP-1 receptor inverse agonists; HEK293 cAMP-luciferase reporter cells, luminescence, 24 h; Potency, µM (top dose mostly 38.3 µM), without a hit: top-dose activity change, negative = inhibition, actives largely listed as inhibitors; 410,000 compounds, 0.13% hits;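 note: loss of luciferase light is scored as toxicity; potency is the fitted concentration of half-maximal effect; % is set by controls: 0 for no effect and ±100 for the full control effect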
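A 23 nL compound transfer followed 12 hours of cell culture at 37 deg C; exposure then lasted 24 hr. Luciferase assay detection reagent was dispensed and plates read for luminescence after a 12 min room-temperature wait.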
* = called active by the depositor; i = inactive; ? = inconclusive; / = not tested or not shown; [ ] = another dose, or the depositor's remark. Unless noted, calls come from the whole dose curve; as a rule, active = well fitted curve in the direction sought with a large enough effect; inconclusive = small, poorly fitted or top-dose-only effect, or another doubt; inactive = no such curve, though single readings can be large; an effect the other way counts as inactive or inconclusive.

SMILES	pAkt inh	TDP-43 yeast inh	FUS suppressor	PTHR1 ag	GLP-1R inv ag	Mm-Cpn inhibitor	Abeta yeast res	aSyn rescue	HEK293 tox
Cc1ccc(C(=O)Nc2nc(C(N)C(C)C)cs2)cc1 (stereo not drawn)	i	28%	-8%	-24%	-22%	/	3%	-1%	1%
Cc1ccnc(NCn2nnc3ccccc32)c1	i	-13%	-15%	3%	-1%	3%	4%	2%	14%
Cc1ccc2sc(N3CCN(C(=O)C4=COCCO4)CC3)nc2c1C	i	?	10%	-56%[inhibitor]	9%	0%	?	6%	3%
COc1ccc(Nc2oc(-c3ccccc3)nc2C#N)cc1	i	-3%	30%	-7%	78%[activator]	1%	8%	1%	3%
COc1ccc(NC(=O)CN2CCC(NC(=O)C3CCCCC3)CC2)cc1	i	-13%	16%	-19%	-5%	0%	8%	-8%	5%
Cc1ccc(Cn2nc(C)c(NC(=O)CSc3nc4c(c(C(F)(F)F)n3)CCc3ccccc3-4)c2C)cc1	i	0%	/	-4%	3%	0%	10%	5%	-8%
CC(=O)c1ccc(-c2cnc3c(NC=O)cc(-c4ccc(C(=O)NC5CC5)cc4)cn23)cc1	i	15%	?	i	-32%	/	-6%	3%	-27%
O=C(c1cc2c(ccc3ccccc32)o1)N1CCN(c2ncc(C(F)(F)F)cc2Cl)CC1	i	-1%	-20%	i	0%	0%	8%	-1%	3%
c1n[nH]c(SCCCCSc2ncn[nH]2)n1	i	3%	-9%	-9%[57.5 µM]	32%	1%	6%	-1%	7%
CCOC(=O)C1CCCN(S(=O)(=O)c2nc3nc(C)cc(C)n3n2)C1 (stereo not drawn)	i	7%	4%	i	6%	1%	11%	1%	17%
Cc1cc(C)cc(NS(=O)(=O)c2cnc(Cl)c(Cl)c2)c1	i	35µM*	23%	-19%[57.5 µM]	?	3%	-93%[inhibitor]	15%	-9%
Cc1cccc(OCC(=O)N(Cc2ccco2)C2CCS(=O)(=O)C2)c1C (stereo not drawn)	i	-2%	8%	i	-5%	-6%	-1%	1%	5%
CCOc1cc(/C=N/n2c(COc3ccccc3)n[nH]c2=S)ccc1O	i	30%	-22%	i	11%	1%	-14%	-2%	-2%
CC(=O)N[C@@H](Cc1c[nH]c2ccccc12)C(=O)OCc1ccc(C#N)cc1	i	0%	-22%	-6%	2%	2%	-9%	1%	4%
C[C@@H]1O[C@H](CCc2cccc(Cl)c2)CC2=C1C(=O)OC(C)(C)O2	i	?	15%	i	?	/	-8%	13%	3%
O=C1COC(c2ccccc2)C2CCCCN12 (stereo not drawn)	i	6%	/	i	2%	-1%	6%	-2%	16%
CCN1CCN(c2ccc(NC(=O)c3ccc(Br)o3)cc2)CC1	i	6%	32%	6%	-6%	0%	2%	-5%	3%
Cn1c(N)c(C(=O)COC(=O)CCCc2nc3ccccc3s2)c(=O)n(C)c1=O	i	-8%	28%	-32%	12%	-4%	-4%	-1%	6%
O=C1NC(=O)c2cc([N+](=O)[O-])cc3cccc1c23	i	18%	33%	i	-18%	-23%	-19%	-7%	-1%
Cn1cc(S(=O)(=O)N2CCN(c3cccc(C(F)(F)F)c3)CC2)c(=O)n(C)c1=O	i	2%	6%	-28%	1%	2%	3%	4%	-29%
COCCCNC(=O)c1nc2ccccc2c(=O)n1NC(=O)Nc1c(Cl)cccc1Cl	i	9%	22%	i	11%	0%	-3%	1%	1%
COC(=O)C1=C(C)NC(C)=C(C(=O)OC)C1C(=O)OCC(=O)c1ccc(F)cc1	i	3%	-1%	-13%	25%[7.66 µM]	1%	2%	0%	9%[7.66 µM]
CCCc1nnc(SCC(=O)N2CCCCC2C)n1CC (stereo not drawn)	i	-4%	1%	i	6%	1%	-5%	-4%	10%
Cc1nc2ccc(NC(=O)c3cc(Cl)ccn3)cc2s1	i	0%	34%	-20%	-5%	-4%	-6%	6%	-12%
CC1CCCCC1NC(=O)c1cc(Cl)nc2ccccc12 (stereo not drawn)	i	?	3%	-2%	-4%	/	7%	1%	7%

Single entries from the results shown:
PTHR1 ag result of CCN1CCN(c2ccc(NC(=O)c3ccc(Br)o3)cc2)CC1 is entered as 6%
Abeta yeast res result of Cc1cc(C)cc(NS(=O)(=O)c2cnc(Cl)c(Cl)c2)c1 is entered as -93%[inhibitor]

Additional compounds:
SMILES	pAkt inh	TDP-43 yeast inh	FUS suppressor	PTHR1 ag	GLP-1R inv ag	Mm-Cpn inhibitor	Abeta yeast res	aSyn rescue	HEK293 tox
CCOC(=O)Cc1c(C)nc2cc(-c3ccc(C(C)(C)C)cc3)[nH]n2c1=O	i	-15%	28%	-8%[57.5 µM]	-4%	2%	11%	2%	-1%
CCOc1ccc(S(=O)(=O)Nc2cccc(C(=O)N3CCN(c4cccc(OC)c4)CC3)c2)cc1	i	0%	?	-20%	?	2%	12%	0%	-2%
Cc1ccc(C2=NN(S(C)(=O)=O)C(c3ccc4c(c3)OCO4)C2)cc1 (stereo not drawn)	i	-10%	14%	-38%[inhibitor]	3%	2%	1%	6%	-5%
Nc1ccn(-c2ccc(Cl)cc2)c(=O)c1	i	2%	3%	21%[57.5 µM]	2%	-1%	4%	-4%	-10%
Cc1ccccc1NC(=O)CSc1ccncc1	i	-3%	0%	i	2%	-1%	7%	3%	6%
COC(=O)c1nn(-c2ccccc2)c(Cl)c1/C=N/OC(=O)c1ccc(Cl)c(Cl)c1	i	-6%	-7%	i	4%	1%	-17%	10%	-1%
O=C(COc1ccc(S(=O)(=O)NC2CCCCC2)cc1)NCCC1=CCCCC1	i	6%	-8%	-75%[inhibitor][57.5 µM]	?	-1%	13%	4%	-18%
O=C(COC(=O)C1CCC(=O)N1)Nc1ccccc1OC(F)F (stereo not drawn)	i	-4%	-7%	i	2%	3%	?	-3%	2%
Cc1oc(-c2ccccc2F)nc1CSCC(=O)NC1CC1	i	5%	-28%	i	-16%	0%	4%	9%	-10%
Cc1ccc(-n2nnnc2SC(C)C(=O)NCC(=O)Nc2ccc(F)c(F)c2F)c(C)c1 (stereo not drawn)	i	12%	32%	-44%[inhibitor]	?	1%	5%	1%	-30%
COc1cccc(CNC(=O)C2Cc3cc(S(=O)(=O)N4CCCCCC4)ccc3N2C(C)=O)c1 (stereo not drawn)	/	2%	15%	-7%	6%	/	-26%	/	-4%
CCOC(=O)N1CCN(C(=O)COC(=O)CSc2cc(C)c(Br)cc2C)CC1	i	20%	17%	i	40%[activator]	0%	19%	12%	1%
Cc1nc(S(=O)(=O)N2CCN(c3cccc(Cl)c3)CC2)cn1C	/	-3%	-4%	-22%	11%	/	-11%	-4%	-9%
Oc1ccc(N=Nc2ccccc2C(F)(F)F)c2cccnc12	i	?	-28%	-21%	-2%	1%	-4%	13%	5%
O=C(NC1CCCc2ccccc21)c1cccc(S(=O)(=O)N2CCOCC2)c1 (stereo not drawn)	i	7%	-28%	-13%	-18%	-6%	7%	2%	8%
Cc1n[nH]c(=O)nc1NCC1CCCO1 (stereo not drawn)	i	4%	-12%	2%	0%	-1%	5%	-2%	-16%
COC(=O)C(Cc1ccc(O)cc1)NC(=O)CCc1nc2ccccc2s1 (stereo not drawn)	i	-4%	4%	-9%	9%	-2%	9%	-1%	-3%
COC(=O)c1oc2ccccc2c1NC(=O)c1ccccc1O	i	0%	12%	-51%[inhibitor]	25%	-24%	-12%	3%	-4%
CCOC(=O)c1ccccc1NC(=O)CC1SC(=NC)N(C)C1=O (stereo not drawn)	i	2%	-9%	-24%[57.5 µM]	1%	-1%	0%	10%	3%
O=S(=O)(O)c1cc(O)c2cc(Nc3ccccc3)ccc2c1	i	14%	30%	-17%	3%	/	0%	1%	6%
COC(=O)c1sccc1-n1cc(C#N)c(=O)n(C)c1=O	i	14%	-3%	i	8%	-4%	10%	9%	-12%
COc1cccc(C2CC(=O)Nc3c2c(=O)[nH]c2ncnn32)c1OC (stereo not drawn)	/	4%	-24%	i	12%	/	-17%	-3%	3%
Cc1ccc(CCNC(=O)CSCc2ccc(F)cc2)cc1	i	?	23%	i	?	-1%	2%	17%	-2%
O=C(COc1ccccc1)NCC(=O)N/N=C/c1ccco1	i	-10%	10%	?	4%	2%	2%	-4%	13%
Cc1ccccc1NS(=O)(=O)c1ccc(Cl)cc1	i	-5%	9%	-21%	?	1%	-5%	10%	-1%
Cn1c(CCC(=O)Nc2ccc(N3CCOCC3)cc2)nc(=O)c2ccccc21	i	9%	14%	-22%	23%	-2%	-3%	0%	-2%
O=C(NCCC1=CCCCC1)C(=O)NCC1OCCCN1S(=O)(=O)c1ccc(F)cc1 (stereo not drawn)	i	-22%[0.397 µM]	7%	-13%	?	0%	14%	-2%	-21%
COc1ccc(CCNC(=O)Cn2c(=O)n(-c3cc(OC)c(OC)c(OC)c3)c(=O)c3ccccc32)cc1OC	/	13%	-23%	i	-3%	/	-10%	/	-2%

Whole records from above:
CCOC(=O)C1CCCN(S(=O)(=O)c2nc3nc(C)cc(C)n3n2)C1 (stereo not drawn) is entered as pAkt inh = i; TDP-43 yeast inh = 7%; FUS suppressor = 4%; PTHR1 ag = i; GLP-1R inv ag = 6%; Mm-Cpn inhibitor = 1%; Abeta yeast res = 11%; aSyn rescue = 1%; HEK293 tox = 17%
COc1ccc(NC(=O)CN2CCC(NC(=O)C3CCCCC3)CC2)cc1 is entered as pAkt inh = i; TDP-43 yeast inh = -13%; FUS suppressor = 16%; PTHR1 ag = -19%; GLP-1R inv ag = -5%; Mm-Cpn inhibitor = 0%; Abeta yeast res = 8%; aSyn rescue = -8%; HEK293 tox = 5%

A portion of the library. The share of hits here may be higher or lower than overall.
